NR2E3 ag-1: inhibitors of NR2E3-RetCOR corepressor binding, primary screen, NR2E3 agonist project, biochemical, TR-FRET, GST-NR2E3, biotin-RetCOR; inhibition of corepressor binding, % at 4.78 µM; AID 2300, 2010; 1536-well; actives 0.12% (n = 320,000); Photoreceptor-specific nuclear receptor (Homo sapiens), Q9Y5X4;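 active = percent inhibition above the cutoff of mean plus 3 SD of all tested compounds, set per screening campaign, cut at about 20% in these data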;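 also: 0% = DMSO wells and 100% = biotin wells as full block of FRET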
Target sequence (Q9Y5X4 whole entry, looked up): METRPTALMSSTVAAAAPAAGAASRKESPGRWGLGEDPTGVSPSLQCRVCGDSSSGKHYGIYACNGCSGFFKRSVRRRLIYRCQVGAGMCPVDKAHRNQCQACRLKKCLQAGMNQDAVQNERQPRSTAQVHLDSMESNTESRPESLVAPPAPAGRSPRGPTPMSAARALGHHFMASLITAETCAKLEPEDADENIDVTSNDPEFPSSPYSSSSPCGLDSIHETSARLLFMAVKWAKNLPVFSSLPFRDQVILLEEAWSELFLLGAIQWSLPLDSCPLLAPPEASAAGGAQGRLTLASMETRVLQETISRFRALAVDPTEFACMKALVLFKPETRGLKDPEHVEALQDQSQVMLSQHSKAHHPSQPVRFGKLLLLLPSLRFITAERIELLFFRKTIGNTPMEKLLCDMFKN
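system = GST-tagged NR2E3 plus biotinylated RetCOR corepressor | input = 1.35 nM GST-NR2E3 | also added = 7 nM biotin-RetCOR | schedule = 5 h incubation at 4 °C | measured by = TR-FRET with europium anti-GST and streptavidin-D2, 340 nm excitation | read-out = percent loss of FRET ratio relative to control wells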
CF NFkB inh: inhibitors of PAF-induced NF-kB signaling, primary screen, cell-based, GFP fluorescence, uHTS; KKLEB NF-kB-GFP reporter, GFP fluorescence overnight; inhibition, % at 5 µM; actives 0.86% (n = 360,000); AID 588850, 2011;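 active = at least 50% inhibition at 5 µM, scaled per plate between neutral and stimulator controls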;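 also: PAF is a Pseudomonas aeruginosa culture filtrate used as stimulus; plate controls were PAF-stimulated DMSO wells for no effect and unstimulated DMSO wells for full effect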
EBV LMP1 NFkB: EBV LMP1-driven NF-kappaB luciferase reporter inhibitors, primary screen, cell-based, luminescence, single point; LMP1-induced NF-kappaB luciferase reporter cells; inhibition, % at 12.5 µM; actives 0.69% (n = 350,000); in the data active = inhibition above about 41%;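 also: 0% = neutral control wells and 100% = reference inhibitor control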
TRAIL sens C8: viability loss with TRAIL in NB7+C8 cells, primary screen, TRAIL sensitizer project, cell-based, ATPlite luminescence; inhibition (viability loss, TRAIL sensitization), % at 10 µM; actives 1% (n = 360,000); AID 624354, 2012;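 active = compounds causing at least 50% loss of cell viability in the single-dose screen, relative to plate controls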
NR2E3 ag-2: NR2E3 agonists in two-hybrid cells, primary screen, cell-based, luminescence, CHO-S, Gal4-NCOR/VP16-NR2E3; luciferase; inhibition of corepressor binding, % at 3.98 µM; actives 0.35% (n = 360,000); AID 602229, 2012;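 active = inhibition above the mean of all tested compounds plus 3 SD, cut at about 70% in these data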;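 also: 0% = DMSO with NR2E3 transfected cells and 100% = cells lacking NR2E3 construct; higher means lower luciferase signal from less NR2E3 corepressor binding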
TRPM1 prom inh: inhibitors of MITF-dependent TRPM1 promoter reporter, primary screen, cell-based, SK-MEL-5, single point, luciferase | actives 0.83% (n = 330,000) | SK-MEL-5 TRPM1 promoter luciferase, 24 h | inhibition, % at 12.5 µM | AID 488899, 2010;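 active = mean inhibition across replicates of 60% or more, whatever share of single replicates reaches that level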; also: values of inactives mirror those of a sister screen read the other way
Peg3 promoter: Peg3 promoter-driven luciferase inhibitors, primary screen, cell-based, HeLa, luciferase luminescence; HeLa PEG-Prom luciferase reporter, overnight; inhibition, % at 20 µM; actives 1.7% (n = 360,000); AID 588405, 2011;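 active = inhibition of at least 50% at 20 µM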
KKLEB cytotox: cytotoxicity in KKLEB CF airway cells, primary screen, cytotoxicity control for CF NF-kB inhibitor project, cell-based, uHTS, fluorescence assay plates; KKLEB CF airway cells viability, ATPlite luminescence, overnight; hits give low values; cells stimulated with P. aeruginosa culture filtrate; activity change (cytotoxicity), % at 5 µM; actives 0.36% (n = 360,000);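 active = corrected activity change at or below -50% at 5 µM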
HIF-2a block: HIF-2a reporter inhibitors, primary screen, luminescence, 786-0 RCC cells | inhibition, % at 18.8 µM | AID 624352, 2012 | actives 0.72% (n = 360,000) | 786-0 RCC cells HIF-2a reporter, luciferase luminescence, overnight;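 active = inhibition of the luminescence signal of 40% or more relative to plate controls, in a single-dose primary screen at 18.75 µM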
Shn3 inh set2: reduction of Shn3 3'UTR firefly luciferase signal, primary screen, Schnurri-3 inhibitor project, cell-based, Clone20 osteoblasts, set 2. Clone20 osteoblast Shn3 3'UTR firefly luciferase, 24 h. inhibition, % at 12.5 µM. actives 0.52% (n = 360,000);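 active = mean inhibition of at least 75% with every replicate also reaching 75%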;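 also: 0% = median of neutral control wells and 100% = pilot-screen positive control compound; some compounds past the cut are filed as inactive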
iPSC survival up: enhancers of single-cell hiPSC survival, primary screen, ATPlite luminescence; actives 0.044% (n = 360,000); 100% = ROCK inhibitor wells, 0% = DMSO; survival enhancement, % at 20 µM; in the data active = survival enhancement above about 18%;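 also: cells exposed to compounds for 16 hours before the ATP read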
* hit, by the source's call; x = not tested or not shown. Only part of the results is shown; count on the stated rates, not on these rows.

SMILES | NR2E3 ag-1 | CF NFkB inh | EBV LMP1 NFkB | TRAIL sens C8 | NR2E3 ag-2 | TRPM1 prom inh | Peg3 promoter | KKLEB cytotox | HIF-2a block | Shn3 inh set2 | iPSC survival up
COc1cccc(CN2CCN(CC(=O)Nc3ccccc3Cl)CC2)c1 | -3 | -6 | -6 | 14 | -29 | 2 | 3 | 4 | 13 | -16 | 3.1
CCCCn1c2ccc(C)cc2c2nnc(SCCN3CCCCC3)nc21 | x | -49 | -7 | 24 | -20 | -18 | 48 | 2 | 1 | 35 | -0.8
COc1ccc(NC(=O)CSc2ncnc3c2cnn3Cc2ccccc2)cc1 | 2 | 5 | 7 | 6 | 2 | 3 | 1 | -6 | 8 | 0 | -0.6
CCOC(=O)COc1ccc(C2NC(C(=O)O)CS2)cc1 (stereo unspecified) | 0 | 2 | 35 | 5 | 17 | 4 | 2 | -4 | 3 | -12 | 11
Cc1c(C(=O)N(Cc2cccs2)C2CCS(=O)(=O)C2)oc2ccccc12 (stereo unspecified) | 0 | 13 | -7 | 4 | -16 | 7 | 35 | 1 | 25 | 1 | 2.9
COc1cc(N)cc(NC(=O)c2ccncc2)c1 | 1 | 2 | -12 | -5 | -20 | -2 | -1 | 5 | 12 | -3 | 1.6
O=C(Oc1cc(-c2ccccc2)no1)c1ccc(F)cc1 | 0 | -7 | -3 | -13 | -10 | 1 | 1 | 0 | 9 | 0 | -1.2
CCCSCCCNC(=O)c1cc2c(s1)CS(=O)(=O)C2 | 6 | 2 | 8 | -2 | -5 | 2 | 0 | 0 | -18 | -6 | -1.5
O=C(Nc1ccccc1)c1ccc(NCCN2CCOCC2)c(S(=O)(=O)N2CCOCC2)c1 | 1 | -8 | -2 | -11 | 6 | 3 | 17 | 3 | 9 | 7 | -0.7
CC(C)c1ccc(NC(=O)C2=NNC(=O)CC2)cc1 | -3 | -9 | -10 | 24 | -128 | -84 | -316 | -4 | -289 | -134 | -0.3
NC(=O)c1sc2nc(-c3cccs3)ccc2c1N | -3 | 4 | -15 | -7 | -116 | -9 | -173 | -13 | -43 | -29 | 0.2
COc1ccccc1N(CC(=O)NCC1CCCO1)C(=O)CCC(=O)Nc1nccs1 (stereo unspecified) | 2 | 1 | -8 | -1 | -9 | 0 | 0 | 6 | 11 | 13 | 0.9
O=C(CN1C(=O)NC2NC(=O)NC21)NC1CCCCC1 (stereo unspecified) | -5 | -10 | -3 | 8 | 11 | 11 | 13 | 16 | 10 | -2 | -0.4
Cn1c(=O)c2c(nc(NCC3CCCO3)n2Cc2ccccc2)n(C)c1=O (stereo unspecified) | 1 | 3 | 2 | -21 | -13 | -10 | 18 | -5 | 19 | 13 | 16
O=C(c1cc2cc(C(F)(F)F)ccc2s1)N1CCOCC1 | 0 | 3 | 4 | 0 | -8 | -15 | 3 | -10 | -1 | 3 | -0.8

3 compounds out of the list, ordered by SMILES length, low to high:
SMILES | NR2E3 ag-1 | CF NFkB inh | EBV LMP1 NFkB | TRAIL sens C8 | NR2E3 ag-2 | TRPM1 prom inh | Peg3 promoter | KKLEB cytotox | HIF-2a block | Shn3 inh set2 | iPSC survival up
COc1cc(N)cc(NC(=O)c2ccncc2)c1 | 1 | 2 | -12 | -5 | -20 | -2 | -1 | 5 | 12 | -3 | 1.6
O=C(CN1C(=O)NC2NC(=O)NC21)NC1CCCCC1 (stereo unspecified) | -5 | -10 | -3 | 8 | 11 | 11 | 13 | 16 | 10 | -2 | -0.4
COc1ccccc1N(CC(=O)NCC1CCCO1)C(=O)CCC(=O)Nc1nccs1 (stereo unspecified) | 2 | 1 | -8 | -1 | -9 | 0 | 0 | 6 | 11 | 13 | 0.9

Next records follow.
SMILES | NR2E3 ag-1 | CF NFkB inh | EBV LMP1 NFkB | TRAIL sens C8 | NR2E3 ag-2 | TRPM1 prom inh | Peg3 promoter | KKLEB cytotox | HIF-2a block | Shn3 inh set2 | iPSC survival up
Cc1cccc(Nc2nc(N)nc(-c3oc4ccccc4c3C)n2)c1 | 0 | 23 | -20 | 0 | -135 | -25 | -198 | -4 | -307 | -69 | -0.5
COc1ccc(C2C(C(=O)O)c3ccccc3C(=O)N2Cc2ccco2)cc1 (stereo unspecified) | 3 | 1 | 1 | 3 | 4 | 0 | 11 | -18 | 14 | -12 | 0.3
O=C(Nc1nc(=O)c2ccccc2s1)c1ccc(F)cc1 | -14 | -19 | -18 | 55* | -33 | -56 | -268 | 4 | -289 | -37 | -0.7
COc1ccc(CNC(=O)C(C)OC(=O)Cn2cnc3c2c(=O)n(C)c(=O)n3C)cc1 (stereo unspecified) | x | -16 | -1 | -16 | 27 | -4 | 20 | 11 | 4 | -4 | 0.6
OC1=C(O)c2nc3cc(F)ccc3nc21 | -9 | -3 | -5 | 39 | -30 | 21 | 6 | -2 | 11 | -23 | -0.3
O=C(NCCc1c[nH]c2ccccc12)C1CCCN(S(=O)(=O)c2ccccc2)C1 (stereo unspecified) | -2 | 12 | 2 | 3 | 2 | 6 | 25 | -5 | 24 | 20 | -0.3

Ordered by number of heavy atoms (largest number first): part of the list above
SMILES | NR2E3 ag-1 | CF NFkB inh | EBV LMP1 NFkB | TRAIL sens C8 | NR2E3 ag-2 | TRPM1 prom inh | Peg3 promoter | KKLEB cytotox | HIF-2a block | Shn3 inh set2 | iPSC survival up
COc1ccccc1N(CC(=O)NCC1CCCO1)C(=O)CCC(=O)Nc1nccs1 (stereo unspecified) | 2 | 1 | -8 | -1 | -9 | 0 | 0 | 6 | 11 | 13 | 0.9
O=C(NCCc1c[nH]c2ccccc12)C1CCCN(S(=O)(=O)c2ccccc2)C1 (stereo unspecified) | -2 | 12 | 2 | 3 | 2 | 6 | 25 | -5 | 24 | 20 | -0.3
COc1ccc(C2C(C(=O)O)c3ccccc3C(=O)N2Cc2ccco2)cc1 (stereo unspecified) | 3 | 1 | 1 | 3 | 4 | 0 | 11 | -18 | 14 | -12 | 0.3
Cn1c(=O)c2c(nc(NCC3CCCO3)n2Cc2ccccc2)n(C)c1=O (stereo unspecified) | 1 | 3 | 2 | -21 | -13 | -10 | 18 | -5 | 19 | 13 | 16
Cc1cccc(Nc2nc(N)nc(-c3oc4ccccc4c3C)n2)c1 | 0 | 23 | -20 | 0 | -135 | -25 | -198 | -4 | -307 | -69 | -0.5
O=C(Nc1nc(=O)c2ccccc2s1)c1ccc(F)cc1 | -14 | -19 | -18 | 55* | -33 | -56 | -268 | 4 | -289 | -37 | -0.7
O=C(CN1C(=O)NC2NC(=O)NC21)NC1CCCCC1 (stereo unspecified) | -5 | -10 | -3 | 8 | 11 | 11 | 13 | 16 | 10 | -2 | -0.4
CC(C)c1ccc(NC(=O)C2=NNC(=O)CC2)cc1 | -3 | -9 | -10 | 24 | -128 | -84 | -316 | -4 | -289 | -134 | -0.3
NC(=O)c1sc2nc(-c3cccs3)ccc2c1N | -3 | 4 | -15 | -7 | -116 | -9 | -173 | -13 | -43 | -29 | 0.2

Compound activity (PubChem BioAssay)
